A549 tox – Nrf2 qHTS screen for inhibitors: counterscreen for cytotoxicity; A549 ARE-Fluc cells, CellTiter-Fluor viability, 18-24 h; Potency, µM (top dose mostly 46 µM), for the others: top-dose activity change, negative = cytotoxicity, usual class: inhibitors; 0.16% of 390,000 active; AID 504648, 2011; also: potency is read from the fitted curve at half-maximal effect; % is scaled to controls: 0 for no effect and ±100 for the full control effect
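A549 ARE_Fluc cells in 5% FBS OPTI-MEM were exposed to compounds in concentration-response for 18-24 h at 37 deg C. Viability was read by CellTiter-Fluor fluorescence (Ex 405/Em 525) after 30 min, before the luciferase read.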
Nrf2 block – Nrf2 qHTS screen for inhibitors; AID 504444, 2011; 2.1% of 360,000 active; A549 ARE-Fluc reporter, luciferase luminescence, 18-24 h; Potency, µM (highest dose often 46 µM), for the others: at the highest dose activity change, negative = inhibition, actives largely listed as inhibitors; also: potency is read from the fitted curve at half-maximal effect; % is scaled to controls: 0 for no effect and ±100 for the full control effect; nearly all actives have a fitted effect of over 60% in size
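Cells were seeded and rested 2 h, then exposed to compounds for 18-24 h. CellTiter-Fluor was read first as a viability measure. BugLite was added 15 min before the final luminescent read of ARE-luciferase activity in A549 cells.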
Akt phos inh – HTS Assay for Inhibitors of Akt Phophorylation: Primary Screen | activity change, % for hits at 50 µM | 0.32% of 360,000 active | Neuro2A IGF-stimulated pAkt S473 HTRF, 20 min; stronger effect = lower value; in the data active = activity change below about -80%; inconclusive = mostly about -51% to -80%; also: % is scaled to controls: 0 for no effect and ±100 for the full control effect
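Neuro2A cells (4,500/well, DMEM with 0.5% FBS) were treated with compound at a single 50 µM final concentration, stimulated with 6 nM IGF for 20 min at 37 °C, and lysed. Phospho-Akt Ser473 was read by HTRF as 665/615 ratio ×10^4.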
Nrf2 ARE act – qHTS of Nrf2 Activators; AREc32 ARE-luciferase reporter (MCF7-derived line), luminescence, 24 h; Potency, µM (series often up to 46.1 µM), for inactives: at the top dose activation, hits mostly activators; 0.31% of 410,000 active; also: potency is read from the fitted curve at half-maximal effect; % of control where 0% means no effect; nearly all actives have a fitted effect of over 65% in size
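ARE activation measured as luciferase luminescence (Steady-Glo, 30 min RT) in AREc32_Fluc cells after 24 hr compound exposure at 37 deg C, 5% CO2; cells seeded overnight at 1000/well in OPTI-MEM, 5% FBS.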
EPAC2 agonist – qHTS for Agonist of cAMP-regulated guanine nucleotide exchange factor 4 (EPAC2): primary screen | Rap guanine nucleotide exchange factor 4 (Homo sapiens), Q8WZA2 | EPAC2 activation, biochemical qHTS; response scale: 100% = 6.5 mM cAMP response | Potency, µM (doses to about 154 µM), for the others: at the highest dose activation, most hits filed as activators | 0.079% of 360,000 active | AID 720711, 2013; also: potency is read from the fitted curve at half-maximal effect; nearly all actives have a fitted effect of over 50% in size
Target sequence (Q8WZA2 whole entry, looked up): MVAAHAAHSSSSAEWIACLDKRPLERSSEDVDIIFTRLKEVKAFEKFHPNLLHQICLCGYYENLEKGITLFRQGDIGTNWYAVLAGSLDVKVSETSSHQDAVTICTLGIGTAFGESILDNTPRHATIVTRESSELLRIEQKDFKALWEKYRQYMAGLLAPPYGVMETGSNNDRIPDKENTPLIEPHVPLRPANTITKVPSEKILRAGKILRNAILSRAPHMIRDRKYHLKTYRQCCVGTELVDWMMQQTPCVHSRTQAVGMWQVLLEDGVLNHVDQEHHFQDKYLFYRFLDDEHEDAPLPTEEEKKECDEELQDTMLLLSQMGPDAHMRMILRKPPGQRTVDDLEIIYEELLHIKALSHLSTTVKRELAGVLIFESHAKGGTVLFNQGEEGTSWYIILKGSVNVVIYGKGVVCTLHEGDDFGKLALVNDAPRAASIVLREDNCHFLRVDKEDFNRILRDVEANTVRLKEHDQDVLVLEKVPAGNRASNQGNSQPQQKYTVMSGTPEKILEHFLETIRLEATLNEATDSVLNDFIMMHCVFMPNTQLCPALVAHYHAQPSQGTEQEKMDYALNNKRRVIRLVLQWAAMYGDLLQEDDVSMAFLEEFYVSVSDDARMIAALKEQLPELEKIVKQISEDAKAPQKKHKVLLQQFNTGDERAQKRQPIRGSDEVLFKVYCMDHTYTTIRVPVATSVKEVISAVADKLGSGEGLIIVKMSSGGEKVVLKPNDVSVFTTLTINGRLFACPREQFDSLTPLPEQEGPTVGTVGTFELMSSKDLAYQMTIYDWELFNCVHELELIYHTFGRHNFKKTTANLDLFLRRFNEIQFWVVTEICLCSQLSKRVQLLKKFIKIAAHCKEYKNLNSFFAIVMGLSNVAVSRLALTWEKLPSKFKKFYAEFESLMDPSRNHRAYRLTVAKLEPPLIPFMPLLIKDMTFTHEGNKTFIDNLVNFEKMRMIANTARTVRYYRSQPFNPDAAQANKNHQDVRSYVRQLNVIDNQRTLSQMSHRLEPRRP
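Readout is BODIPY fluorescence (480 nm excitation, 540 nm emission), which falls as labeled GDP is exchanged off Rap1B. EPAC2 at 100 nM acted on 250 nM RAP1B-BODIPY-GDP with 50 uM GDP present.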
TGFb SMAD3 inh – qHTS for Inhibitors of TGF-b. HepG2 CAGA-GFP TGF-b/SMAD3 reporter, GFP fluorescence, 18 h; TGF-beta stimulated, 500 pg/mL final. Potency, µM (highest dose often 46.1 µM), for the others: at the highest dose activity, negative = inhibition, most hits filed as inhibitors. 1.2% of 410,000 active. AID 588855, 2011; also: potency is read from the fitted curve at half-maximal effect; % is scaled to controls: 0 for no effect and ±100 for the full control effect; nearly all actives have a fitted effect of over 65% in size
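HEPG2 CAGA-GFP, 1000 cells/well; 2 h settle, 37 C; cpd via pin tool; TGF-b 500 pg/mL final; 18 h, 37 C; GFP imaging ex488/em500-530; %Activity normalised to -TGF-b and +DMSO controls; CRC fit, curve class.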
CCT modulator – High-Throughput Screening for Modulators of Cytosolic Chaperonin Activity | 0.3% of 360,000 active | purified chaperonin ATPase assay, HTRF ADP detection, 30 min | activity change, % (concentration not given with the values), hits read low; in the data active = activity change below about -30%; also: % is scaled to controls: 0 for no effect and ±100 for the full control effect
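TRiC (40 or 20 nM final, by batch activity) in 30 mM Tris pH 7.4, 100 mM KCl, 5 mM MgCl2, 1 mM DTT was treated with compound at 76 uM single dose, then 10 uM ATP, 30 min at 37 °C. ADP was read by HTRF Transcreener.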
Mm-Cpn inhibitor – Inhibitors of TCP-1 ring complex (TRiC) of Methanococcus maripaludis (MmCpn): qHTS; 0.031% of 330,000 active; purified Mm-Cpn ATPase, ADP Transcreener TR-FRET; Chaperonin Mm-Cpn (Methanococcus maripaludis); Potency, µM (highest dose often 76.9 µM), for the others: at the top dose activity, negative = inhibition, usual class: inhibitors; AID 504842, 2011; also: potency is read from the fitted curve at half-maximal effect; % is scaled to controls: 0 for no effect and ±100 for the full control effect; nearly all actives have a fitted effect of over 80% in size
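Reaction buffer contained 30 mM Tris pH 7.4, 100 mM KCl, 5 mM MgCl2 and 1 mM DTT. Mm-CPN (25 nM final) hydrolysed 10 uM ATP over 30 min at 37°C; ADP was read by HTRF.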
EPAC2 antag – qHTS for Antagonist of cAMP-regulated guanine nucleotide exchange factor 2 (EPAC2): primary screen; Rap guanine nucleotide exchange factor 4 (Homo sapiens), Q8WZA2; EPAC2 GEF exchange of Rap1B-BODIPY-GDP, fluorescence; Potency, µM (titrated, usually from 114 µM), inactives show at the top dose activity, negative = inhibition, hits mostly inhibitors; 0.18% of 360,000 active; also: potency is read from the fitted curve at half-maximal effect; % is scaled to controls: 0 for no effect and ±100 for the full control effect; nearly all actives have a fitted effect of over 45% in size; many of its hits are not listed in these tables
Numbers without * were called inactive; i = inactive; ? = inconclusive; nt = not tested or not shown; & = joins results of further samples; [ ] = another dose, or the depositor's remark. Unless noted, calls follow the shape of the dose curve; as a rule, active = well fitted curve in the direction sought with a large enough effect; inconclusive = small, poorly fitted or top-dose-only effect, or another doubt; inactive = no such curve, though single readings can be large; an effect the other way counts as inactive or inconclusive. An excerpt, so the mix of outcomes need not match the whole.

SMILES	A549 tox	Nrf2 block	Akt phos inh	Nrf2 ARE act	EPAC2 agonist	TGFb SMAD3 inh	CCT modulator	Mm-Cpn inhibitor	EPAC2 antag
Cc1ccc(Cl)cc1NC(=O)Cn1c(=O)n(CCC(=O)N2CCc3ccccc3C2)c(=O)c2ccccc21	14%	17%	nt	0.1%	nt	6%	nt	nt	nt
CCc1sc(C(=O)N(CCOC)c2c(N)n(Cc3ccccc3)c(=O)[nH]c2=O)cc1C	nt	nt	i	-1.8%	7%	6%	-0.8	nt	15%
O=C(COc1ccccc1)NCC(c1ccco1)N1CCN(c2ccc(F)cc2)CC1 (stereo not drawn)	14%	?	i	-0.1%	11%	-3%	1.2	-11%	-16%
CC(C)Nc1nc(C#N)nc(NC(C)C)n1	-5%&-5%	?	i	0.0%	-3%	0%&0%	-0.6	0%	3%
COC(=O)c1cc(Br)ccc1NC(=O)CSCc1c(C)noc1C	-1%	?	i	0.9%	20%	21%	-0.4	0%	-9%
Cc1cc(C)cc(NC(=S)N(CCN2CCCCC2)Cc2ccco2)c1	-12%	?	i	-0.3%	6%	-8%	0.8	3%	-6%
O=C(CC1C(=O)N(c2ccccc2)C(=O)N1C1CCCCC1)Nc1ccccc1 (stereo not drawn)	-7%	2%	i	-0.7%	6%	22%	-1.5	-1%	-3%
N#CC12CCCCC1CC1CCCCC1(C#N)N2CCO (stereo not drawn)	-6%	24%	i	-0.6%	?	18%	-6.8	0%	9%
CC(C)c1nn2c(=O)cc(COC(=O)c3cccs3)nc2s1	-3%	?	nt	4.1%	nt	?	nt	nt	nt
CCCCn1c(N)c(N(CCOC)C(=O)c2cc(-c3ccc(OC)cc3)nc3ccccc23)c(=O)[nH]c1=O	-3%	?	i	2.0%	4%	1%	2.1	-2%	1%
CC(/C=C/c1ccccc1)=N/NC(=O)c1cnccn1	-12%	-4%	i	2.5%	-3%	6%	0.4	1%	-3%
CCOC(=O)C1=C(O)C(=O)N(c2ccc(S(N)(=O)=O)cc2)C1c1ccc(Cl)cc1 (stereo not drawn)	-3%	8%	i	0.1%	7%	0%	-1.5	-5%	8%
O=C(/C=C/c1ccco1)NCC(=O)N/N=C/c1ccccc1[N+](=O)[O-]	?	1%	i	11µM*	13%	?	0.5	1%	-3%[57.1 µM]
COc1cc(OC)c2ccc(=O)oc2c1C(CCN1CCOCC1)c1ccc2c(c1)OCO2 (stereo not drawn)	?	12%	i	4.5%	6%	-20%	0.3	-2%	4%
CN(C)c1oc(-c2ccc(OCc3ccccc3)cc2)nc1C#N	5%	20%	i	5.1%	5%	10%	0.8	-28%	14%
O=C(NC1CCCCC1)N(CCN1CCOCC1)Cc1cc2cc3c(cc2[nH]c1=O)OCCO3	-4%	8%	i	-0.4%	4%	-1%	-0.7	0%	-3%
CC[n+]1cccc(-c2nc3ccccc3s2)c1	-10%	?	i	-0.9%	9%	0%	-5.1	1%	0%
COc1ccc(NC(=O)CSc2ccccc2)cn1	1%	?	i	0.1%	11%	-1%	0.2	-2%	-4%
S=c1nc(C2CCCCC2)n(-c2ccccc2)[nH]1	2%	9%	i	-0.4%	7%	-1%	-0.6	-4%	0%
COC(=O)C1=C(C)Nc2nnnn2C1c1ccccc1Cl (stereo not drawn)	0%	nt	i	0.5%	-1%	-4%	-1.1	2%	-1%
CC(OC1=CC(=O)CCC1)C(=O)c1ccccc1 (stereo not drawn)	?	0%	i	-1.0%	-8%	20%	-0.4	0%	12%
O=C(NCCCN1CCOCC1)c1ccccc1N1C(=O)[C@@H]2Cc3c([nH]c4ccccc34)C(c3ccc(F)cc3)N2C1=O (stereo partly drawn)	-2%	-12%	i	6.4%	-4%	5%	-0.8	?	1%
CC1CC2=C(C(=O)O1)C(c1ccccc1)Nc1ccccc1N2 (stereo not drawn)	2%	1%	i	-0.5%	-1%	34%[activator]	-2.6	0%	-11%
Cc1ccc(NC2CCCN(C(=O)c3ccccc3-c3ncc[nH]3)C2)cc1C (stereo not drawn)	0%	1%	i	-0.2%	1%	-18%	-0.5	-9%	9%
CN(C)c1ccc(/C=C(\NC(=O)c2ccccc2)C(=O)NCCCn2ccnc2)cc1	-2%	2%	i	-0.7%	9%	10%	-1.8	1%	-2%
Other entries follow:
SMILES	A549 tox	Nrf2 block	Akt phos inh	Nrf2 ARE act	EPAC2 agonist	TGFb SMAD3 inh	CCT modulator	Mm-Cpn inhibitor	EPAC2 antag
Clc1ccc(Oc2nc(N3CCOCC3)nc(N3CCOCC3)n2)c(C2CCCCC2)c1	9%	-7%	i	0.1%	7%	2%	0.2	nt	-2%
CCCCn1c(N)c(N(CC(C)C)C(=O)Cc2ccc(S(=O)(=O)N3CCOCC3)s2)c(=O)[nH]c1=O	1%	8%	i	-0.4%	30%	55%[activator]	-6.0	nt	24%
Cc1ccc(CNC(=O)c2cc3c(=O)n(C)c4ccccc4c3n2C)cc1	12%	9%	i	0.3%	2%	-6%	-32*	0%	2%
CCn1c2ccc(Cl)cc2c2nc3ccccc3nc21	-18%	14%	i	5.5%	3%	11%	4.4	-4%	11%
COc1ccccc1/C=N/NC(=O)CO	-1%	?	i	-0.1%	3%	-3%	-1.8	2%	8%
Cc1ccc(S(=O)(=O)NC2(C(F)(F)F)NC(=O)N(CCc3ccccc3)C2=O)cc1 (stereo not drawn)	0%&5%	2%&12%	i	-0.5%&-1.1%	11%	?	-0.2	0%	4%
CC(C)C(NC(=O)c1ccccc1F)C(=O)OCC(=O)c1ccc(F)cc1 (stereo not drawn)	-2%	-2%	i	-0.1%	12%	0%	-0.1	2%	-11%
Cc1ccc(CN2CCN(/N=C/c3cccn3C)CC2)c(C)c1	10%	-3%	i	2.3%	13%	-27%	2.7	-2%	-2%[57.1 µM]
CCN(Cc1ccccc1)C(=O)Cn1c(=O)n(-c2ccc(Cl)cc2)c(=O)c2c(C)c(C)sc21	0%	0%[9.27 µM]	nt	0.5%	nt	0%	nt	nt	nt
CCCn1c(N)c(C(c2ccc(C(=O)OC)cc2)N2CCN(c3ccccc3)CC2)c(=O)[nH]c1=O (stereo not drawn)	0%	18%	i	-0.9%	-6%	-6%	-1.3	0%	-4%
CCCCn1c(N)c(N(CC(C)C)C(=O)c2oc3c(Cl)cccc3c2C)c(=O)[nH]c1=O	-2%	17%	i	2.9%	-13%	12%	-0.7	0%	13%
O=C(Nc1ccc(NC(=O)c2cccs2)c(Cl)c1)c1cccs1	-5%	9%	i	-0.4%	12%	57%	-0.3	1%	4%
COC(=O)c1ccc(/C=N\n2c(C)nnc2C)cc1	-4%	10%	i	3.1%	5%	18%	0.0	-2%	-14%
C[C@H]1CCCCO[C@H](CN(C)Cc2ccccc2)[C@@H](C)CN([C@@H](C)CO)C(=O)c2cc(NC(=O)CCC(F)(F)F)ccc2O1	nt	nt	i	-1.8%	2%	-2%	-2.4	nt	3%
CCOc1ccc2oc(C(=O)OCC(=O)NCc3ccc(OC)cc3)c(C)c2c1	0%	11%	i	0.1%	2%	-14%	-1.0	-1%	1%
CCC1CCCCN1CCCNC(=O)CN1C(=O)COc2ccc(S(=O)(=O)N3CCC(C)CC3)cc21 (stereo not drawn)	8%	?	i	-1.1%	2%	-16%	-0.5	0%	-8%
Cc1cc(C(=O)CCl)c(C)n1-c1c(C)n(C)n(-c2ccccc2)c1=O	?	21%	i	21%	3%	?	-3.1	0%	-2%
COc1ccc(C(=O)C[n+]2ccc(N(C)C)cc2)cc1	-11%	21µM*	i	-0.5%	7%	-1%	0.0	2%	1%
COc1ccc(NC(=S)NCc2ccc3c(c2)cc(C)n3C)cc1	-1%	0%	i	0.3%	19%	0%	-2.7	-25%	-5%
Cc1ccc(C(=O)OCC2OC3OC(C)(C)OC3C2O)cc1 (stereo not drawn)	-5%	0%	i	-0.9%	5%	-1%	0.1	0%	-1%
COc1ccc(-c2nc3ccccc3nc2-c2ccccc2)cc1	-2%	?	i	0.1%	17%	?	1.8	-1%	?
COc1ccc2c(CCNC(=O)/C=C/c3ccc(OC)c(OC)c3)c[nH]c2c1	-1%	-10%	i	0.6%	-5%	0%	1.0	-4%	-14%
c1ccc(-c2nnnn2-c2ccccn2)cc1	1%	6%	i	-1.5%	12%	0%	0.4	nt	0%
c1ccc(Nc2nc(-c3ccncc3)nc3ccccc23)cc1	?	-21%	i	4.2%	0%	8%	-2.1	-27%	23%

One compound at a time (already shown).
CCOc1ccc2oc(C(=O)OCC(=O)NCc3ccc(OC)cc3)c(C)c2c1 is listed with A549 tox: 0%; Nrf2 block: 11%; Akt phos inh: i; Nrf2 ARE act: 0.1%; EPAC2 agonist: 2%; TGFb SMAD3 inh: -14%; CCT modulator: -1.0; Mm-Cpn inhibitor: -1%; EPAC2 antag: 1%
COc1ccc(NC(=S)NCc2ccc3c(c2)cc(C)n3C)cc1 is listed with A549 tox: -1%; Nrf2 block: 0%; Akt phos inh: i; Nrf2 ARE act: 0.3%; EPAC2 agonist: 19%; TGFb SMAD3 inh: 0%; CCT modulator: -2.7; Mm-Cpn inhibitor: -25%; EPAC2 antag: -5%
